# Screening data (PubChem)
# Nrf2 ARE act = activators of Nrf2 (ARE) signaling | AREc32 ARE-luciferase reporter (MCF7-derived line), luminescence, 24 h | Potency, µM (doses to about 46.1 µM), for the others: at the highest dose activation, hits mostly activators | 0.31% of 410,000 active | AID 624171; also: potency is read from the fitted curve at half-maximal effect; % of control where 0% means no effect; nearly all actives have a fitted effect of over 65% in size
#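 AREc32 cells carrying an ARE-driven firefly luciferase reporter were seeded at 1000 cells/well in OPTI-MEM with 5% FBS, then exposed to compound for 24 hr at 37 deg C. Luminescence was read with Steady-Glo after 30 min at RT.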
# S2 tox = viability counter-screen for ATXN expression inhibitors. AID 651635. Potency, µM (doses to about 56.7 µM), actives largely listed as cytotoxic. 0.49% of 400,000 active. S2 cells (HEK-293 line with an ATXN2-luciferase reporter) viability, CellTiter-Fluor protease fluorescence, 24 h; also: potency is read from the fitted curve at half-maximal effect; nearly all actives have a fitted effect of over 40% in size
# pAkt inh = Akt phosphorylation inhibition; activity change, % for hits at 50 µM; Neuro2A IGF-stimulated pAkt S473 HTRF, 20 min; stronger effect = lower value; 0.32% of 360,000 active; in the data active = activity change below about -80%; inconclusive = mostly about -51% to -80%; also: % is scaled to controls: 0 for no effect and ±100 for the full control effect
#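 Single-point screen (50 µM final compound) in Neuro2A cells stimulated 20 min with 6 nM IGF at 37 deg C. After lysis, Ser473-phosphorylated Akt read by HTRF (ex 330 nm, em 615/665 nm) as the 665/615 ratio.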
# HepG2 tox = counter-screen for TGF-b inhibitors: cytotoxicity in HepG2 cells; HepG2 CAGA-GFP viability, ATP luminescence, 18 h; Potency, µM (highest dose often 46.1 µM), for the others: at the top dose activity change, negative = cytotoxicity, most hits filed as cytotoxic; 0.76% of 410,000 active; AID 588856; also: potency is read from the fitted curve at half-maximal effect; some results filed as inactive show a strong effect at the top dose
#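 HepG2 CAGA-GFP cells (1000/well, DMEM with 1% FBS) received compound, then TGF-beta at 500 pg/mL final, and were incubated 18 hours at 37 degrees C. Viability was read by CellTiter-Glo luminescence. Media-only wells were set as complete cell-killing and DMSO as no toxicity.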
# MmCpn inh = M. maripaludis TRiC chaperonin inhibition | purified Mm-Cpn ATPase, ADP Transcreener TR-FRET | 0.031% of 330,000 active | AID 504842 | Potency, µM (highest dose often 76.9 µM), without a hit: top-dose activity, negative = inhibition, actives largely listed as inhibitors; also: potency is read from the fitted curve at half-maximal effect; % is scaled to controls: 0 for no effect and ±100 for the full control effect; nearly all actives have a fitted effect of over 80% in size
#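 Compound-treated chaperonin, 25 nM final, turns over 10 uM ATP at 37°C for 30 min following a 10 min preincubation; ADP generated competes with ADP-d2 for Eu-cryptate antibody, lowering FRET.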
# A549 viability = kills or reduces viability of A549 cells in Nrf2 counter-screen; A549 ARE-Fluc cells, CellTiter-Fluor viability, 18-24 h; Potency, µM (top dose mostly 46 µM), for the others: at the top dose activity change, negative = cytotoxicity, actives largely listed as inhibitors; 0.16% of 390,000 active; also: potency is read from the fitted curve at half-maximal effect; % is scaled to controls: 0 for no effect and ±100 for the full control effect
#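 A549 ARE-Fluc cells in 5% FBS OPTI-MEM, 5000 cells/well, rested 2 h then exposed to compounds in concentration-response for 18-24 h at 37 °C. Viability by CellTiter-Fluor fluorescence (Ex 405/Em 525) after 30 min; luciferase luminescence (BugLite, 15 min, RT) read afterwards.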
# Nrf2 inh = Nrf2 pathway inhibition | A549 ARE-Fluc reporter, luciferase luminescence, 18-24 h | Potency, µM (top dose mostly 46 µM), for the others: top-dose activity change, negative = inhibition, most hits filed as inhibitors | 2.1% of 360,000 active | AID 504444; also: potency is read from the fitted curve at half-maximal effect; % is scaled to controls: 0 for no effect and ±100 for the full control effect; nearly all actives have a fitted effect of over 60% in size
#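 In this cell-based qHTS, ARE-driven firefly luciferase in A549 cells reports Nrf2 activity; the luminescent signal after BugLite lysis is the measured value, with a prior CellTiter-Fluor read for cell health.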
# CCT chaperon mod = cytosolic chaperonin activity modulation. purified chaperonin ATPase assay, HTRF ADP detection, 30 min. AID 651819. 0.3% of 360,000 active. activity change, % (concentration not given with the values), hits read low; in the data active = activity change below about -30%; also: % is scaled to controls: 0 for no effect and ±100 for the full control effect
#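 TRiC at 40 or 20 nM final (batch-dependent) in 30 mM Tris pH 7.4, 100 mM KCl, 5 mM MgCl2, 1 mM DTT, with compound at single 76 uM and 10 uM ATP, 30 min at 37 deg C. ADP detected by HTRF Transcreener, 665/615 ratio.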
# TGFb inhibitor = blocks TGF-b signaling; HepG2 CAGA-GFP TGF-b/SMAD3 reporter, GFP fluorescence, 18 h; TGF-beta stimulated, 500 pg/mL final; 1.2% of 410,000 active; AID 588855; Potency, µM (series often up to 46.1 µM), inactives show at the top dose activity, negative = inhibition, most hits filed as inhibitors; also: potency is read from the fitted curve at half-maximal effect; % is scaled to controls: 0 for no effect and ±100 for the full control effect; nearly all actives have a fitted effect of over 65% in size
#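 First, reporter cells (HEPG2 CAGA-GFP) rested 2 h at 37 degrees C. Next, compounds were pinned in and TGF-beta added to 500 pg/mL final. After 18 h, GFP was imaged per cell and summed per well.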
# Starred values were filed as active, the others as inactive; i = inactive; ? = inconclusive; / = no result given. Unless noted, calls follow the shape of the dose curve; as a rule, active = well fitted curve in the direction sought with a large enough effect; inconclusive = small, poorly fitted or top-dose-only effect, or another doubt; inactive = no such curve, though single readings can be large; an effect the other way counts as inactive or inconclusive.
# The opening two compounds (preview)
molecule	Nrf2 ARE act	S2 tox	pAkt inh	HepG2 tox	MmCpn inh	A549 viability	Nrf2 inh	CCT chaperon mod	TGFb inhibitor
O=C(NC(=S)Nc1ccccc1Cl)c1ccco1	13µM*	i	i	-10%	2%	1%	?	-1.5	-4%
CN(C)/C=C/C(=O)c1ccc(Cl)cc1Cl	-0.2%	?	i	11%	2%	-2%	-9%	2.7	-27%

# This part in full, repeating the preview:
molecule	Nrf2 ARE act	S2 tox	pAkt inh	HepG2 tox	MmCpn inh	A549 viability	Nrf2 inh	CCT chaperon mod	TGFb inhibitor
O=C(NC(=S)Nc1ccccc1Cl)c1ccco1	13µM*	i	i	-10%	2%	1%	?	-1.5	-4%
CN(C)/C=C/C(=O)c1ccc(Cl)cc1Cl	-0.2%	?	i	11%	2%	-2%	-9%	2.7	-27%
CCOc1ccc(NC(=O)C2C3C=CC4(O3)C2C(=O)N(Cc2cccnc2)C4C(=O)NC2CCCCC2)cc1 (stereo unspecified)	2.0%	?	i	-13%	0%	-10%	6%	-1.8	-27%
CN(CCC#N)C(=O)COC(=O)c1cccnc1Nc1ccccc1F	2.5%	i	i	4%	-3%	-5%	17%	-0.2	-4%
CCOC(=O)N1CCC(NC(=O)c2csc3c2CCCC3)CC1	-0.6%	?	i	-3%	1%	0%	-8%	0.4	-7%
CCOc1ccc(NC(=O)NC(=O)N(C(C)C)S(C)(=O)=O)cc1	0.4%	i	i	1%	1%	0%	3%	1.6	0%
CCOC(=O)C1CCN(S(=O)(=O)c2ccc(C)c(C)c2)CC1	-0.2%	i	i	-11%	2%	2%	-2%	-3.7	-2%
O=C(NCc1ccc(Cl)cc1)c1ccncc1	3.0%	i	i	-3%	0%	3%	-3%	-2.1	-17%
CCn1c(SCC(=O)NC2CC2)nnc1C(C)Oc1ccccc1 (stereo unspecified)	-0.4%	i	i	0%	-9%	11%	5%	-3.9	11%
CN(Cc1ccccc1)C(=O)CCC1CCN(C(=O)c2ccco2)CC1	0.2%	i	i	-28%	/	/	/	-1.8	-17%
Cc1ccc2oc(C(=O)N(Cc3ccccc3)C3CCS(=O)(=O)C3)c(C)c2c1 (stereo unspecified)	1.7%	i	i	-12%	0%	0%	-8%	-1.5	3%
CCOc1ccc(NC(=O)CN(C)C(=O)C2=COCCO2)cc1OCC	-0.2%	?	i	-8%	-1%	3%	5%	-1.7	-8%
CC(=O)NCc1ccc(C(=O)CCl)cc1	20%	i	i	-31%	1%	1%	-14%	-3.4	?
COc1cc(OC)cc(C(=O)Nc2cccc(NC(=O)c3ccccc3)c2)c1	-0.5%	i	i	-5%	1%	2%	?	1.8	23%
Cc1ccc(Nc2nc(Nc3ccc(Cl)cc3)nc(N3CCOCC3)n2)cc1	/	/	/	-28%	/	7%	-16%	/	6%
CCc1ccc(-c2cc(C(=O)NCc3ccccn3)c3ccccc3n2)cc1	3.9%	?	i	-10%	-2%	-8%	2%	-0.7	0%
Cc1ccc(/C=C2\SC(=S)N(NS(=O)(=O)c3ccc(C)cc3)C2=O)cc1	-0.1%	?	i	-20%	0%	-7%	-3%	-4.2	-13%
COC(=O)C(N)CCCCN (stereo unspecified)	0.4%	i	i	7%	/	0%	-6%	2.0	-6%
CC(=O)c1cc2c(cc1NC(=O)Cn1nc(C)c(C)c(C#N)c1=O)OCO2	-0.6%	i	i	-16%	2%	4%	19%	3.1	-2%
Cc1cc(N2C(=O)C(O)=C(C(=O)c3ccc(C)o3)C2c2cccc(Cl)c2)no1 (stereo unspecified)	13%	i	i	-27%	/	/	/	0.3	-15%
CC1CCN(c2nc3ccc(C(=O)N4CCN(Cc5ccc6c(c5)OCO6)CC4)cc3s2)CC1	-0.1%	i	i	-24%	0%	-4%	?	-0.3	-14%
Cc1ccccc1Cn1cc(NC(=O)c2noc3c2CC(C(C)(C)C)CC3)cn1 (stereo unspecified)	-0.6%	i	i	-33%	1%	?	?	-4.1	-26%
COc1ccc(NC(=O)Nc2ccc3c(c2)C(=O)N([C@H](C)CO)C[C@H](C)[C@@H](CN(C)S(=O)(=O)c2ccccc2)O3)cc1	3.1%	i	i	-8%	0%	3%	18%	1.0	-15%
Cn1nc(C(=O)NCC(=O)Nc2ccc(F)c(F)c2)ccc1=O	-0.5%	i	i	4%	/	/	/	-2.6	-10%
CCOc1ccccc1-n1nnc(-c2nc(-c3ccccc3C)no2)c1C	3.9%	/	/	-7%	/	7%	?	/	-1%
Cc1ccccc1Cn1nc(C)c(NC(=O)c2noc3c2CCc2ccccc2-3)c1C	0.6%	?	i	-22%	-2%	-7%	?	-0.2	?
CCN(Cc1ccccc1)S(=O)(=O)c1c(C)[nH]c(C)c1C(=O)N1CCCCC1	-0.4%	i	i	-1%	1%	-2%	20%	-0.5	8%
CC(C)(C)OC(=O)N1CCC(c2c(C(=O)NCC3CCN(C4CCCC4)C3)cnn2-c2cccc(Cl)c2)CC1 (stereo unspecified)	2.8%	?	i	-38%	2%	-1%	2%	-1.1	?
Nc1cc(Cl)nc(N/N=C/c2c(O)ccc3ccccc23)n1	?	/	i	-28%	-1%	1%	-24%	-3.0	-1%
COc1ccc(NC(=O)CN2C(=O)NC(C)(c3ccc(C)cc3)C2=O)cn1 (stereo unspecified)	-0.4%	i	i	8%	-2%	0%	9%	-2.0	18%

# Copied from the list.
# HepG2 tox with COc1ccc(NC(=O)Nc2ccc3c(c2)C(=O)N([C@H](C)CO)C[C@H](C)[C@@H](CN(C)S(=O)(=O)c2ccccc2)O3)cc1 : -8%
# A549 viability with COC(=O)C(N)CCCCN (stereo unspecified) : 0%

# Going on with the list.
molecule	Nrf2 ARE act	S2 tox	pAkt inh	HepG2 tox	MmCpn inh	A549 viability	Nrf2 inh	CCT chaperon mod	TGFb inhibitor
O=C(CN1C(=O)NC2(CCCCCC2)C1=O)c1ccccc1	-0.3%	i	i	-2%	-4%	2%	12%	-0.2	-12%
CCCCOC(=O)CSc1nc(N)c(C#N)c(-c2ccc(OC)cc2)c1C#N	0.3%	i	i	-1%	-16%	19%	7%	1.0	-4%
CC(=O)c1cc(CN2CCN(C(C)C)C(CCO)C2)cs1 (stereo unspecified)	0.5%	i	i	-3%	-7%	8%	16%	0.0	-4%
Clc1ccc(-c2ccnc(Oc3cc(Cl)ccc3Cl)n2)cc1	0.0%	i	i	-37%	1%	-15%	-20%	-3.8	-37%
CSc1ccc2nnc(-c3cccc(F)c3)n2n1	5.3%	i	i	-18%	-3%	-9%	?	0.2	-16%
CC1CCC(N2CCNCC2)CC1 (stereo unspecified)	0.5%	?	i	-2%	0%	-5%	5%	-0.3	4%
CN(C)C(=O)c1c(NC(=O)c2ccccc2F)sc2c1CCCC2	9.6%	?	/	-9%	/	16%	-12%	/	2%
C=CCn1c(CNC(=O)c2ccccc2F)nnc1SCC(=O)N1CCOCC1	0.2%	i	i	-37%	1%	7%	16%	-3.1	0%
CCCCn1c(=O)c(CCC(=O)OCC(=O)Nc2cccc3ccccc23)nc2ccccc21	-0.4%	i	i	18%	-8%	1%	3%	-14	22%
Cc1cc(F)ccc1NC(=O)C(C)n1c2ccccc2c2nc(=O)cc(C)n21 (stereo unspecified)	0.7%	i	i	1%	0%	-3%	5%	2.0	-4%
CCN(CC)C(=O)c1ccc(Nc2nnc(-c3ccc(C)c(S(=O)(=O)NC)c3)c3ccccc23)cc1	3.9%	i	/	-82%	/	-19%	?	/	11µM*
CCOC(=O)COc1ccc(S(=O)(=O)N2CCc3ccccc3C2)cc1	5.1%	i	i	-29%	-3%	-7%	-19%	1.3	2%
Cc1c2c([n+]3n1CCC3)CC(C)(C)CC2=O	-1.0%	i	i	1%	-1%	-3%	0%	-2.6	-3%
CCCCn1c(=O)c2ccccc2c2ccccc2c1=O	0.0%	i	i	-1%	1%	6%	-3%	0.8	-3%
CCC1CCCCN1CCCNS(=O)(=O)c1ccc2c(c1)oc(=O)n2C (stereo unspecified)	-0.6%	i	i	-2%	1%	5%	-4%	0.7	8%
Clc1cccc(CN2CCC3CC2c2cc(N4CCCCC4)ccc23)c1 (stereo unspecified)	-0.5%	i	i	-19%	/	2%	1%	-1.5	-1%
CC/C(=N\O)c1ccc(OC)c(OC)c1	-0.5%	i	i	-13%	-2%	1%	/	1.1	-2%
COc1ccc(C2OC(=O)CC2C(=O)NCc2ccccc2Cl)cc1OC (stereo unspecified)	-0.1%	i	i	-9%	1%	0%	8%	-3.6	-8%
CCOc1ccc(NC(=O)CSC2=Nc3ccccc3C3=NC(CCC(=O)NCc4cccs4)C(=O)N23)cc1 (stereo unspecified)	-0.5%	/	/	-3%	/	1%	/	/	41%
CC(=O)NC(=S)NNC(=O)CCc1ccccc1	-0.9%	i	i	-41%	-3%	4%	-21%	0.5	1%
Cc1cn([C@H]2C[C@H](O)[C@@H](CNC(=O)[C@H](N)Cc3cccnc3)O2)c(=O)[nH]c1=O	-0.4%	i	i	5%	/	/	/	2.3	3%
Cn1c(=O)c(C(=O)CN2CCCc3ccccc32)c(N)n(Cc2ccccc2)c1=O	-0.2%	i	i	-8%	-4%	-6%	-18%	0.5	-4%
CCCCc1ccc(NC(=O)c2cc3c(=O)n4ccccc4nc3s2)cc1	-0.9%	i	/	-5%	/	-3%	16%	/	-11%
COc1ccc(C(=O)Nc2cccc(OC(=O)c3ccco3)c2)cc1	2.8%	i	i	-4%	0%	-4%	2%	-0.4	2%
